WT yeast gro inh – growth inhibition of WT yeast, mitochondrial fusion screen | mitochondrial fusion phenotypic screen, WT strain | inhibition, % at 10 µM | hit rate 2.1% among 190,000 | AID 1362; in the data active = inhibition above about 58%; tested in S. cerevisiae
T cell modulator – modulates CD8 T cell binding to vesicles. 2C CD8+ T cell-vesicle binding, flow cytometry; active compounds read low. calls only at 7 µM. hit rate 0.068% among 330,000;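 active = response, share of CD8 T cells binding vesicles, and their 90th percentile fluorescence all below set limits, cut at about 80% in these data, passing the limit was not always enough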
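Incubation: binding step 1.5 h, 37 °C, antibody labelling 20 min, ice; system: murine 2C transgenic CD8+ T lymphocytes; technique: cytometric PE anti-B7-1 and Alexa647 anti-CD8 signals after 1% paraformaldehyde fixation; also added: QL9-charged Drosophila Ld/ICAM-1/B7-1 vesicles; control set: naked versus QL9-loaded vesicles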
Lipid droplet – modulators of hepatic lipid droplet formation. AML12 mouse hepatocytes, oleate lipid droplets, BODIPY imaging. inhibition, % at 6.5 µM. hit rate 0.4% among 240,000;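 active = lipid droplet intensity inhibited by at least 50%, with more than 500 cells counted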
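Assay system: AML12 hepatocytes (mouse) / Also added: 100 µM oleic acid challenge / Times: overnight treatment with compound plus oleate / Detection: high-content imaging of BODIPY-stained droplets and DAPI nuclei / Evaluation: % inhibition of lipid droplet signal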
bCat nuc transl – beta-catenin nuclear translocation modulation | HeLa beta-catenin nuclear translocation, immunofluorescence imaging | nuclear translocation activity, % at 5 µM | hit rate 0.3% among 190,000;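 active = nuclear translocation activity above 50% at 5 µM, with a well cell count of 50 or more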;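 note: per-cell ratio of nuclear to cytoplasmic median beta-catenin stain intensity; plate controls were DMSO negative control for no effect and GSK-3 inhibitor IX positive control for full effect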
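Test system: HeLa cells, endogenous beta-catenin; Compound: single 5 µM dose plus 0.02–20 µM confirmation series; Times: compound exposure 24 h at 37°C; Signal: fluorescence imaging of beta-catenin antibody stain plus DAPI; Read-out: % activation, nuclear-to-cytoplasmic median beta-catenin signal ratio per cell.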
West Nile virus CPE – inhibition of WNV-induced cytopathic effect – cell-based, CPE readout (AID 1621) | West Nile virus-infected cells, CPE inhibition; higher % means a stronger effect | CPE inhibition, % at 10 µM, or IC50 in µM where a hit was titrated | hit rate 0.02% among 290,000; in the data active = a potency from the dose series; note: strong numbers were not always called active
Myeloid diff 2 – compounds promoting myeloid differentiation | calls only at 10 µM | hit rate 1% among 360,000 | ER-HoxA9 myeloid progenitors, lysozyme-GFP differentiation, flow cytometry;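 active = normalized GFP-positive differentiation at or above the plate's own cutoff, the solvent-only control mean plus 3 SD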;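 note: cells exposed to compound for four days before flow analysis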
Insulin prom up – MIN6 insulin promoter up-regulation | hit rate 0.3% among 190,000 | AID 1625 | MIN6 insulin promoter-GFP reporter, high-content imaging; active compounds read high | z-score at 5 µM;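 active = z-score above 3 at 5 µM with at least 500 cells counted in the well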
MT stabilizer – stabilizes microtubules in HeLa cells | HeLa tubulin immunostaining HCS, 24 h; share of cells brighter than vehicle mean+2SD | % tubulin-high responders, % at 10 µM | hit rate 0.83% among 200,000 | AID 2205;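 active = plate Z-score above 3 for both tubulin-high and condensed-nucleus cell shares, with cell loss under 80%, at 10 µM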;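 note: anti alpha tubulin signal scored within the nucleus-defined area of each cell; some results filed as inactive read as strong as hits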
Autophagy HCS – autophagy modulation, high-content screen | hit rate 0.98% among 190,000 | calls only at 10 µM (by protocol) | MEF GFP-LC3 puncta imaging; test concentration mostly 10 µM;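 active = percentage of spot-positive cells more than 3 SD above its plate mean, without a fluorescence outlier flag or 80% toxicity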;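 note: spot-positive cell cutoff set from DMSO-treated cells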
WT yeast gro inh mutant strain – further read-out of WT yeast gro inh, marked with its call; inhibition, %; mitochondrial fusion phenotypic screen, mutant strain inhibition
Insulin prom up cell count – further read-out of Insulin prom up, marked with its call; cell count; measured here: cytotoxicity, nuclei count;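 total cells summed across four imaged fields per well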
Lipid droplet cells 6.5 µM – also measured in Lipid droplet; calls as there; cell count; measured here: cell count, cytotoxicity flag;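 cells counted across two imaged fields per well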
bCat nuc transl cell count 5 µM – second read-out of bCat nuc transl, no call of its own (marks repeat the call); cell count; measured here: cell count, cytotoxicity flag
T cell modulator vesicle-bound % – second read-out of T cell modulator, no call of its own (marks repeat the call); double positive events, %; measured here: CD8+ vesicle-bound cell fraction;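 binding gate set so that unloaded-vesicle control wells show 10% double positive cells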
MT stabilizer Hoechst-high % – also measured in MT stabilizer; calls as there; % Hoechst-high responders; measured here: nuclear condensation Hoechst responders;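 share of cells brighter than vehicle mean plus two SD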
MT stabilizer cytotoxicity % – also measured in MT stabilizer; calls as there; toxicity, %; measured here: cytotoxicity by cell density;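 0% = mean cell density of plate MIN control wells and 100% = no cells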
Autophagy HCS cell loss 18 h – further read-out of Autophagy HCS, marked with its call; toxicity, %; measured here: cell loss, nuclei count;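 cell loss after 18 h compound exposure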
Myeloid diff 2 GFP+ MAC1+ % – also measured in Myeloid diff 2; calls as there; GFP+ MAC1+ double positive, %; measured here: differentiation confirmed by MAC1 staining
* marks the source's active call; other numbers are inactive results; i = inactive; . = no result given.

SMILES | WT yeast gro inh | WT yeast gro inh mutant strain | T cell modulator | T cell modulator vesicle-bound % | Lipid droplet | Lipid droplet cells 6.5 µM | bCat nuc transl | bCat nuc transl cell count 5 µM | West Nile virus CPE | Myeloid diff 2 | Myeloid diff 2 GFP+ MAC1+ % | Insulin prom up | Insulin prom up cell count | MT stabilizer | MT stabilizer Hoechst-high % | MT stabilizer cytotoxicity % | Autophagy HCS | Autophagy HCS cell loss 18 h
Cc1cc2oc(C(=O)NCc3ccncc3)c(C)c2cc1C | 12 | 2 | i | 21 | . | . | . | . | -0.1% | i | 3.2 | -0.06 | 669 | 8.1 | 4.2 | 3.3 | i | 1
CCN1CCCC1CNC(=O)c1ccc2c(c1)N(Cc1cccc(Cl)c1)C(=O)c1ccccc1S2(=O)=O (stereo not drawn) | . | . | i | 58 | -17 | 646 | . | . | 3.0% | i | 3.4 | . | . | . | . | . | . | .
COC(=O)c1c(NC(=O)c2ccc(N(C)S(=O)(=O)c3ccc(C)cc3)cc2)sc2c1CCCC2 | 5 | -7 | i | 10 | -4 | 473 | -0.1 | 984 | -0.9% | i | 0.4 | . | . | 4.6 | 1.8 | 0.5 | i | -17
CCCCn1c(=O)[nH]c(=O)c2c1nc(-c1ccc(CC)c([N+](=O)[O-])c1)n2C | 3 | 14 | i | 44 | 5 | 714 | 2.8 | 1063 | 1.2% | . | . | -2.2 | 1070 | 2.5 | 3.0 | 5.4 | i | -1
CCN(CC)CCNC(=O)C1c2cc(OC)c(OC)cc2C(=O)N2CCc3ccccc3C12 (stereo not drawn) | -11 | -27 | i | 30 | . | . | -1.9 | 1353 | . | i | 1.2 | -0.28 | 1555 | 3.8 | 2.4 | 9.8 | i | 15
COc1ccc(-c2nn(-c3ccccc3)cc2C(=O)NCCCn2ccnc2)cc1 | 3 | 24 | i | 21 | . | . | -1.3 | 1185 | -0.4% | i | 2.2 | -1.3 | 940 | 1.7 | 2.5 | 8.7 | i | -6
CC(NC(=O)CNC(=O)C1CCCCC1)c1ccc(S(N)(=O)=O)cc1 (stereo not drawn) | . | . | i | 21 | 10 | 838 | . | . | 0.0% | i | 0.0 | . | . | . | . | . | . | .
NC1CCN(c2c(F)cc3c(=O)c(C(=O)O)cn(C4CC4)c3c2Cl)C1 (stereo not drawn) | . | . | i | 30 | -5 | 750 | 4.1 | 995 | 1.9% | i | 0.3 | 0.53 | 1344 | . | . | . | . | .
COc1ccccc1Nc1ncnc2c1oc1ccccc12 | 8 | 12 | i | 56 | . | . | 3.5 | 1137 | -0.2% | i | 0.9 | 0.05 | 1101 | 1.7 | 1.2 | 4.9 | i | 2
O=C(CNc1ccc2c(c1)OCO2)N/N=C\c1ccccc1Cl | 8 | -12 | i | 2 | 12 | 672 | -0.9 | 882 | 0.1% | i | 1.8 | 0.47 | 1377 | 7.7 | 1.4 | 8.8 | i | -6
COc1ccc(Cl)cc1NC(=S)NC(=O)c1ccc2c(c1)OCO2 | . | . | i | 12 | -22 | 573 | . | . | -0.4% | i | 2.4 | . | . | . | . | . | . | .
COc1cc2c(cc1NC(=O)C(C)Sc1cccc[n+]1[O-])oc1ccccc12 (stereo not drawn) | -5 | 6 | i | 36 | 1 | 682 | -0.7 | 494 | -0.7% | i | 0.4 | -0.16 | 1228 | 2.7 | 2.5 | 4.5 | i | -8
CCOc1ccc(-n2c(SC(C)C)nc3c(c2=O)SCC3)cc1 | 7 | 17 | i | 32 | -18 | 677 | . | . | 0.1% | i | 0.6 | 0.15 | 1258 | 2.1 | 2.1 | 3.2 | i | -8
CS(=O)(=O)N(CC(=O)O)c1cccc(Cl)c1 | -7 | -5 | i | 14 | -4 | 650 | . | . | 0.8% | i | 0.9 | -0.09 | 1279 | 6.0 | 1.1 | 68 | i | -6
CCCCn1c(N)c(N(CC)C(=O)c2cc(OC)cc(OC)c2)c(=O)[nH]c1=O | -18 | 15 | i | 34 | 19 | 681 | 0.5 | 1069 | 0.0% | i | 0.5 | 0.48 | 1185 | 5.4 | 0.9 | 9.4 | i | -6
CC1=CC(=C2C(=O)c3ccccc3C2=O)C=C(C)N1Cc1ccco1 | 5 | 12 | i | 36 | . | . | 0.1 | 1400 | . | i | 0.8 | -0.14 | 1494 | 2.9 | 2.8 | 8.7 | i | 4
O=C(COc1cccc(Br)c1)N/N=C1\CCCc2ccccc21 | -21 | 6 | i | 22 | 8 | 635 | 0.4 | 1006 | -0.1% | i | 0.4 | -0.66 | 1360 | 5.7 | 1.7 | 7.6 | i | 4
Nc1nc(CN2CCN(c3ccccn3)CC2)nc(Nc2ccc(Cl)cc2)n1 | -13 | 1 | i | 49 | . | . | -1.8 | 827 | -0.6% | i | 0.4 | -0.3 | 913 | 5.7 | 3.5 | 5.5 | i | 4
COc1ccc(C(=O)NC2CCc3ccccc32)cc1OC1CCN(C(C)C)CC1 (stereo not drawn) | . | . | i | 61 | -8 | 840 | . | . | -0.6% | i | 0.4 | . | . | . | . | . | . | .
CCN(CC)c1ncnc2sc(C(=O)N3CCN(c4ccccc4)CC3)c(C)c12 | 7 | -31 | i | 18 | -11 | 693 | 0.0 | 1109 | 0.5% | i | 0.5 | 0.19 | 1098 | 4.0 | 3.4 | 17 | i | -19
Clc1cccc(CSc2ncn(-c3ccccc3)n2)c1 | 40 | 15 | i | 52 | -4 | 686 | -0.7 | 1218 | 0.7% | i | 0.8 | . | . | 4.0 | 2.1 | 8.0 | i | -3
CSc1ccccc1C(=O)N1CCCCC1 | 7 | 8 | i | 2 | -1 | 636 | 4.2 | 871 | 0.1% | i | 0.6 | 0.08 | 1537 | 1.7 | 1.7 | 2.0 | i | -23
CCOCCCNC(=O)c1ccc(N2CCCC2)c(NS(=O)(=O)c2ccc(C)cc2)c1 | -12 | 3 | i | 35 | -16 | 693 | -1.6 | 1069 | 0.0% | i | 0.3 | . | . | 3.9 | 2.9 | 6.0 | i | -8
O=C1CCCN1CCCNS(=O)(=O)c1ccc(Br)s1 | . | . | i | 5 | -17 | 787 | . | . | -0.5% | i | 1.2 | . | . | . | . | . | . | .

Arranged by the number under Myeloid diff 2 GFP+ MAC1+ % (falling): three from the list above
| structure | Myeloid diff 2 GFP+ MAC1+ % |
| --- | --- |
| Clc1cccc(CSc2ncn(-c3ccccc3)n2)c1 | 0.8 |
| CCCCn1c(N)c(N(CC)C(=O)c2cc(OC)cc(OC)c2)c(=O)[nH]c1=O | 0.5 |
| Nc1nc(CN2CCN(c3ccccn3)CC2)nc(Nc2ccc(Cl)cc2)n1 | 0.4 |

(cont.)
SMILES | WT yeast gro inh | WT yeast gro inh mutant strain | T cell modulator | T cell modulator vesicle-bound % | Lipid droplet | Lipid droplet cells 6.5 µM | bCat nuc transl | bCat nuc transl cell count 5 µM | West Nile virus CPE | Myeloid diff 2 | Myeloid diff 2 GFP+ MAC1+ % | Insulin prom up | Insulin prom up cell count | MT stabilizer | MT stabilizer Hoechst-high % | MT stabilizer cytotoxicity % | Autophagy HCS | Autophagy HCS cell loss 18 h
CN(C)c1cc[nH]c(=O)c1C#N | 2 | 3 | i | 57 | 14 | 744 | . | . | 0.7% | i | 1.7 | . | . | 4.5 | 2.4 | 2.6 | i | -5
COc1ccc(NC(=O)CS(=O)(=O)c2cn(CC(=O)N(C(C)C)C(C)C)c3ccccc23)c(OC)c1 | . | . | i | 6 | 2 | 801 | . | . | -0.4% | i | 1.5 | . | . | . | . | . | . | .
CCOC(=O)c1ccc(N2C(=O)C3C(/C=C/c4ccccc4)OC4(C(=O)c5ccccc5C4=O)C3C2=O)cc1 (stereo not drawn) | 9 | 7 | i | 32 | 6 | 637 | -0.2 | 969 | -0.7% | i | 0.3 | -0.54 | 1333 | 2.6 | 2.0 | 2.9 | i | 3
O=C(CSc1ccc(-c2ccccn2)nn1)Nc1cccc(F)c1 | . | . | i | 9 | 6 | 673 | . | . | 0.1% | i | 0.9 | . | . | . | . | . | . | .
O=C(Nc1ccc(Cl)c(Cl)c1)Nc1cc(S(=O)(=O)N2CCOCC2)ccc1N1CCCC1 | 3 | -13 | i | 32 | 20 | 703 | 3.1 | 934 | -1.9% | i | 0.2 | . | . | 2.9 | 3.4 | 7.3 | i | -12
CC1Cc2ccccc2N1CC(=O)NC(=O)NCc1ccco1 (stereo not drawn) | 4 | 9 | i | 51 | 6 | 689 | . | . | -0.6% | i | 2.2 | . | . | 2.5 | 0.8 | 7.8 | i | -6
COc1ccc(C(=O)N2CCCC(c3ccccc3)=N2)cc1 | -2 | -18 | i | 56 | -24 | 658 | -0.6 | 988 | . | i | 0.3 | -0.07 | 1172 | 2.2 | 3.2 | 1.1 | i | 3
COc1ccccc1Oc1coc2c(CN(C)C)c(O)ccc2c1=O | -4 | -3 | i | 7 | . | . | -1.4 | 1351 | 0.6% | i | 0.6 | 0.3 | 1692 | 2.9 | 1.3 | 6.2 | i | -5
CSC1=NC(C)(C)CC2(C)Nc3ccccc3N12 (stereo not drawn) | 26 | 26 | i | 15 | 0 | 765 | . | . | -1.2% | i | 0.1 | -3 | 673 | 4.9 | 1.9 | 1.5 | i | 6
Cc1cccc(N2CCN(C(=O)c3ccc(CS(=O)Cc4cccc(Cl)c4)o3)CC2)c1C (stereo not drawn) | . | . | i | 4 | -36 | 743 | . | . | 0.0% | i | 3.6 | . | . | . | . | . | . | .
Cc1ccc(C(=O)Nc2nc(-c3cc(Cl)sc3Cl)cs2)cc1 | 3 | -4 | i | 28 | -2 | 756 | 1.2 | 1140 | -0.3% | i | 0.5 | -0.22 | 924 | 1.8 | 1.0 | 1.7 | i | -5
